NPYLR7 ag: activates Aedes aegypti NPYLR7 receptor. HEK293T NPYLR7/Galpha15, GCaMP6s calcium fluorescence. activation, % at 10 µM. hit rate 0.15% among 270,000. AID 1259423; in the data active = activation above about 40%;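 note: 0% = vehicle and 100% = reference agonist at the receptor; some compounds past the cut are filed as inactive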
mcGAS lum: mouse cGAS inhibition by luminescence. recombinant cGAS, Kinase-Glo ATP depletion luminescence. inhibition, % at 12.5 µM. hit rate 0.15% among 160,000. Q8C6L5;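 note: 0% = negative control wells and 100% = reference inhibitor with no enzyme activity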
hcGAS inh: inhibitors of human cGAS | recombinant h-cGAS, ATP depletion, Kinase-Glo luminescence | inhibition, % at 12.5 µM | hit rate 0.081% among 290,000;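 note: 0% = vehicle reaction and 100% = reaction without DNA for no activity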
Target sequence (Q8N884 whole entry, looked up): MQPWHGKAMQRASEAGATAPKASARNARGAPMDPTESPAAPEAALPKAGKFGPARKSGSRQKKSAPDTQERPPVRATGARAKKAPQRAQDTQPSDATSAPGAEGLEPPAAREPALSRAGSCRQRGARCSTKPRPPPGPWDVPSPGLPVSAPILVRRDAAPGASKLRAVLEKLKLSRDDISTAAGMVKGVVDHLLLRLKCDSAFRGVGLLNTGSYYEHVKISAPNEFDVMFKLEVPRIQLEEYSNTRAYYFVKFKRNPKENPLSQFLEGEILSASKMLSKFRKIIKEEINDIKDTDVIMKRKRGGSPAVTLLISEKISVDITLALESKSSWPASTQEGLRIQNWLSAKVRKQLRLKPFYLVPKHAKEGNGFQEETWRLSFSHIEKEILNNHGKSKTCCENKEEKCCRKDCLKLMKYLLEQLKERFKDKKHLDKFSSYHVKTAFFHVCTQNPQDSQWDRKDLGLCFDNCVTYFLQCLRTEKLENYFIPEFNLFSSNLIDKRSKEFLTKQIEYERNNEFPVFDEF
An asterisk follows results filed as active; x = no result given. Cut-off read from the data, not from the text of the source, unless noted: active = inhibition above about 40%; inactive = the rest.

The line under a structure holds: NPYLR7 ag | hcGAS inh | mcGAS lum
- Cc1ccc(C2c3ccsc3CCN2CC(=O)N2CCN(C(=O)CSc3ccccc3)C(C)C2)cc1 (stereo not given)
    5 | -3 | -5
- Cc1ccc(-c2cc3c(=O)n(Cc4nc(-c5ccc(Cl)cc5)oc4C)ccn3n2)cc1C
    0 | -2 | -7
- N#Cc1ccccc1NC(=O)CNc1cc(F)cc(F)c1
    6 | -8 | x
- Cc1cc(C(=O)CSc2nnc(NC3CC3)s2)c(C)n1C
    7 | -6 | x
- CC(O)CNC(=O)c1c(O)nc2sccn2c1=O (stereo not given)
    4 | -9 | -8
- O=C(c1cc(C2CC2)[nH]n1)N(Cc1ccccc1)C1CCS(=O)(=O)C1 (stereo not given)
    20 | -13 | x
- O=C(c1ccco1)N1CCCC(OCc2cc(F)ccc2F)C1 (stereo not given)
    -5 | 0 | x
- COC(=O)C1CN(C)C(=O)CN1S(=O)(=O)c1ccc([N+](=O)[O-])cc1 (stereo not given)
    10 | -4 | x
- CC1(Cc2ccc3c(c2)OCO3)C(=O)Nc2c(Cl)cccc21 (stereo not given)
    1 | 3 | -2
- O=C(COc1coc(CN2CCc3ccccc32)cc1=O)Nc1ccccc1
    10 | -1 | 0
- Cc1cc2c(SCC(=O)Nc3ccccc3F)ncnc2s1
    5 | -3 | -8
- C=CCN(Cc1ccccc1C)C(=O)CCc1ccccc1O
    8 | 0 | -12
- CC(C)c1cc(C2CCN(C(=O)Cn3cnc4ccccc43)CC2)[nH]n1
    2 | 0 | -1
- CC(C)NCc1csc(COc2cccc(Cl)c2)n1
    12 | -4 | x
- Cc1ccc(F)cc1CC(=O)NC1C=CS(=O)(=O)C1 (stereo not given)
    8 | -1 | 3

(cont.)
The line under a structure holds: NPYLR7 ag | hcGAS inh | mcGAS lum
- CCCCCN(Cc1nc(C(=O)OCC)cs1)C(=O)Nc1ccc(Cl)cc1
    -3 | -11 | -5
- CCN(CC)S(=O)(=O)c1ccc2c(c1)nc(SCC(=O)N1CCOCC1)n2C(C)C
    4 | -5 | -5
- CC(C)N1CC(OCc2ccc(F)cc2)CN(C(=O)c2ccc(N3CCOCC3)cc2)CC1=O (stereo not given)
    16 | -26 | -7
- COc1cccc(-c2cnnc(NCCCN3CCOCC3)n2)c1
    4 | 0 | 2
- Cc1cc(NC(=O)CSc2nnc(-c3ccco3)n2C)n(C)n1
    13 | -7 | x
- Cc1nnc(NC(=O)CCN2C(=O)NC(C)(C)C2=O)s1
    0 | -5 | x
- CCOC(=O)C(C)N1C(=O)C2CC=C(Cl)CC2C1=O (stereo not given)
    4 | -8 | x
- Cn1c(=O)[nH]c(=O)c2c1nc1n2CCCN1c1ccccc1O
    4 | -5 | -8
- Cc1ccc(-n2nc(C)c(CCC(=O)N3C[C@@H](C)O[C@@H](C)C3)c2C)cc1Cl
    -12 | -4 | -2
- CC(C)(C)N1CCC(CN)C1 (stereo not given)
    -11 | 1 | x
- C=CCOc1ccc(C=C2C(=O)NC(=O)NC2=O)cc1OC
    7 | 5 | 0
- CCN(C(=O)Nc1cccc(C(=O)NC)n1)C(C)c1cccnc1 (stereo not given)
    3 | -7 | x
- C[C@@H]1CN(C2(C(=O)N[C@@H]3CNC[C@H]3O)Cc3ccccc3C2)C[C@H](C)O1
    3 | -7 | x
- Cn1cc(CN2CCC(Oc3ccc(C(=O)N4CCCC4)cc3)CC2)c2ccccc21
    4 | -7 | -11
- O=C(Cc1cc(-c2ccc3c(c2)OCO3)on1)NC1=NCCS1
    7 | -8 | -6

Further compounds
The line under a structure holds: NPYLR7 ag | hcGAS inh | mcGAS lum
- O=C(CSc1nnc(-c2ccc(Cl)cc2)n1-c1ccccc1)N/N=C\c1c(F)cccc1Cl
    -4 | -1 | -6
- COc1ccccc1N1C(=O)CCC1(C#N)c1ccc(OCc2ccccc2)cc1 (stereo not given)
    4 | -14 | -6
- CC(=O)C1=C(c2ccc(F)cc2)N(C(C)=O)n2c(nnc2-c2ccc(C)cc2)S1
    3 | -12 | x
- CC(C)c1cccc(Nc2nnc(C(O)c3ccccc3)s2)c1 (stereo not given)
    7 | -5 | -7
- COc1ccc(-c2noc(-c3c(SC)nn(CC(=O)Nc4cccc(OC)c4)c3N)n2)cc1
    3 | -3 | -6
- COc1ccc2[nH]c3c(c2c1)CCN(C(=O)c1ccc(C(F)(F)F)c(F)c1)C3c1ccc(C(F)(F)F)cc1 (stereo not given)
    21 | 1 | -7
- C#CCOCC(O)CN(Cc1ccccc1Cl)CC1CC(c2ccc3c(c2)OCO3)=NO1 (stereo not given)
    0 | -2 | -3
- c1csc(CNCc2cccs2)c1
    2 | -9 | x
- COc1cccc(Oc2cnn(-c3ccccc3Cl)c(=O)c2Nc2cccc(C(=O)NCc3ccc4c(c3)OCO4)c2)c1
    -6 | 1 | 1
- CC1CC1c1ccc(C=CC(=O)O)o1 (stereo not given)
    3 | 3 | x
- O=c1cc(N2CCC3(CC2)OCCO3)[nH]c(=O)n1C1CCCCC1
    0 | -6 | x
- COc1cc2nc(-c3ccco3)oc(=O)c2cc1OC
    23 | 2 | -3
- S=c1n(CN2CCCCC2)nc2n1CCCCC2
    x | -8 | -5
- Cc1ccc(CNC2CCN(S(C)(=O)=O)CC2)c(C)c1
    5 | 1 | x
- Cc1ccc(N(CCCCN2C(=O)c3ccccc3C2=O)C(=O)/C=C/c2ccccc2Cl)cc1
    -2 | -2 | -5

(list continues)
The line under a structure holds: NPYLR7 ag | hcGAS inh | mcGAS lum
- CC(=O)c1ccccc1C(=O)NCC1CCN(Cc2cccnc2)C1 (stereo not given)
    1 | -4 | -6
- CCc1[nH]c2c(CNC(=O)c3nc(C)oc3C)cc(F)cc2c1C
    4 | -1 | x
- CCn1c(CCC(=O)NC(C)c2nc3ccccc3[nH]2)nc2cc(S(=O)(=O)N(C)C)ccc21 (stereo not given)
    2 | -5 | -7
- CCc1ccc(C(=O)C(C)OC(=O)C(C(C)C)N2CCCC2)cc1 (stereo not given)
    -19 | 4 | x
- CCN(CC)S(=O)(=O)c1cccc(-c2nnc3n2N=C2CCCCC2S3)c1 (stereo not given)
    -4 | 3 | x
- CCc1ccc(C(C2Sc3nc(CC)nn3C2=O)N2CCN(CC)CC2)cc1 (stereo not given)
    -1 | -4 | -4
- O=C1CCCN1Cc1n[nH]c(=S)o1
    5 | 4 | x
- Cn1nc2nc(NCCc3cccs3)nc(-c3cccc(F)c3F)c2c1N
    7 | -6 | x
- COc1cccc2cc(-c3cc(=O)oc4cc(-c5ccccc5)c(OCC(N)=O)cc34)oc12
    0 | -6 | -7
- O=C(NCCc1nnc2ccccn12)c1cccc(Oc2ccccc2)c1
    3 | -10 | x
- CCOC(=O)C1(Cc2ccccc2)CCCN(C(=O)CCc2c(C)nn(C)c2C)C1 (stereo not given)
    -9 | 4 | 1
- O=C(CCN(Cc1ccccc1)c1nc(-c2cccc(Br)c2)nc2ccccc12)NCc1cccc(C(F)(F)F)c1
    11 | -4 | -5
- CCCCCN1CC[C@H]2N(Cc3csc(C)n3)CCC[C@]2(CO)C1
    x | -10 | -6
- COc1ccc(S(=O)(=O)NCC2CCCN(C(=O)CC3CCCC3)C2)cc1 (stereo not given)
    2 | -6 | x
- CCc1nc(C)cn1S(=O)(=O)c1cc(C)c(C)cc1C
    -2 | -8 | x

Structural class, the compounds so far containing a thiophene ring, fused or not
The line under a structure holds: NPYLR7 ag | hcGAS inh | mcGAS lum
- Cc1ccc(C2c3ccsc3CCN2CC(=O)N2CCN(C(=O)CSc3ccccc3)C(C)C2)cc1 (stereo not given)
    5 | -3 | -5
- Cc1cc2c(SCC(=O)Nc3ccccc3F)ncnc2s1
    5 | -3 | -8
- c1csc(CNCc2cccs2)c1
    2 | -9 | x
- Cn1nc2nc(NCCc3cccs3)nc(-c3cccc(F)c3F)c2c1N
    7 | -6 | x

More entries
The line under a structure holds: NPYLR7 ag | hcGAS inh | mcGAS lum
- CCOC(=O)C1CCN(C(c2cccnc2)c2c(O)cc(C)n(Cc3ccco3)c2=O)CC1 (stereo not given)
    12 | 4 | x
- CNC(=O)CC(C)N(C)C(=O)c1sc(C)nc1-c1ccccc1 (stereo not given)
    25 | -7 | x
- ClCc1cc(-c2ccccc2)on1
    -1 | -4 | x
- Cc1ccc(OC(=O)Oc2ccc(C)cc2)cc1
    -1 | 3 | x
- Cc1ccsc1CN(C(=O)c1c(C)cc(C)n(C)c1=O)C1CC1
    -2 | -3 | -8
- CCc1nnc(NC(=O)CC2CC3CCC2C3)s1 (stereo not given)
    -24 | -3 | x
- CCOc1nc(-c2cccc(OC)c2)n(-c2ccc(NC(=O)Nc3cccc(OC)c3)cc2)n1
    38 | -3 | -9
- CCOc1ccc(C(C2Sc3nc(C)nn3C2=O)N2CCC(O)CC2)cc1OC (stereo not given)
    -4 | -6 | -9
- Cc1cc(C(=O)N2CCOC(c3ccccc3)C2)co1 (stereo not given)
    6 | -9 | -4
- O=c1cc(CO)oc(CN2CCCCC2)c1O
    3 | -5 | x
- Cc1ccsc1CN(Cc1ccc(F)cc1)C(=O)CN(CC1CCCO1)C(=O)c1cccc(Cl)c1 (stereo not given)
    10 | -1 | -4
- CCCCC(NC(=O)C1CCC(O)CC1)c1cccnc1 (stereo not given)
    7 | 2 | -11
- Brc1cc2c(cc1-c1nc3ccccc3s1)OCO2
    2 | -7 | x
- COc1ccc(-n2c(SCc3ccc(Cl)cc3)nnc2-c2ccc(F)cc2)cc1
    x | -6 | -7
- CC(=O)c1[nH]c(C)c(C(=O)NC2CCCC(C)C2C)c1C (stereo not given)
    -1 | -2 | x

Reformatted comma-delimited: part of the list above
structure,NPYLR7 ag,hcGAS inh,mcGAS lum
Cc1nnc(NC(=O)CCN2C(=O)NC(C)(C)C2=O)s1,0,-5,x
CCOC(=O)C(C)N1C(=O)C2CC=C(Cl)CC2C1=O (stereo not given),4,-8,x

Continuation:
The line under a structure holds: NPYLR7 ag | hcGAS inh | mcGAS lum
- CC1(CN2CCC(n3c(=O)[nH]c4ccccc43)CC2)OCc2ccccc2-n2cccc21 (stereo not given)
    -4 | 0 | -6
- O=C(O)Cc1cc2ccccc2nc1C(=O)O
    -12 | -3 | x
- FC(F)(F)c1ncccc1COc1ccc2c(-c3ccccc3)noc2n1
    -4 | -2 | -3
- CCOC(=O)C1=NNC(C(=O)c2ccc(Cl)cc2)C1c1ccccc1 (stereo not given)
    13 | -5 | -7
- COc1ccc(N2C(=O)CC(Sc3nc4c(cc3C#N)CCCCCC4)C2=O)cc1 (stereo not given)
    -8 | -4 | -5
- COc1ccc(N2CCN(C(=O)c3cccnc3SCc3ccc(Cl)cc3)CC2)cc1
    0 | -1 | -3
- CC(C)(C)C(=O)Nc1nnc(SCc2ccccc2C#N)s1
    11 | -4 | -5
- CC(=NNc1nncc2ccccc12)c1cc2ccccc2o1
    6 | -3 | x
- OC(c1ccc2c(c1)CN(C/C=C/c1ccco1)CCO2)C1CCCCC1 (stereo not given)
    6 | -4 | x
- O=P(c1ccccc1)(c1nc2ccccc2s1)N1CCCCC1 (stereo not given)
    5 | -3 | x
- CCC(=O)Nc1c(-c2ccc(C)cc2)nc2cc(C)ccn12
    3 | -3 | -7
- Cc1ccc(C2SCCN2C(=O)CCC2CCCC2)s1 (stereo not given)
    0 | -1 | 2
- CCOC(=O)C1=C(C)N=c2s/c(=C\c3ccc(OC)cc3)c(=O)n2C1c1cc(OC)ccc1OC (stereo not given)
    24 | 5 | 1
- Cn1ccnc1C(NC(=O)C1CCCO1)c1cccc(F)c1 (stereo not given)
    1 | -17 | x
- Cc1noc(C)c1CNC(C)(C(N)=O)c1cccc(Cl)c1 (stereo not given)
    6 | -8 | -13

Following part.
The line under a structure holds: NPYLR7 ag | hcGAS inh | mcGAS lum
- CC(C)Cc1nnc2sc(C3CCOC3)nn12 (stereo not given)
    17 | -6 | x
- CC(OC(=O)c1nc(-c2ccccc2)n(-c2ccccc2)n1)c1nc(N)nc(N(C)C)n1 (stereo not given)
    4 | -8 | x
- Cn1c(=O)c2c(ncn2CC(=O)c2ccc(CCNS(C)(=O)=O)cc2)n(C)c1=O
    3 | 1 | x
- Cc1cc(C)n(-c2cncc(NCc3ccnc(N(C)C)c3)n2)n1
    9 | -9 | x
- COc1ccc(-c2cn3c(NC(=O)c4ccncc4)c(C)nc3cn2)cc1
    -3 | -1 | -1
- C=CCN(C(=O)C1CCN(CC(F)(F)F)CC1)c1ccccc1
    6 | -10 | x
- O=C(NCc1cccc(Cl)c1)c1cc(N2CCOCC2)nc2ccccc12
    24 | -2 | x
- O=C(c1cccs1)N1CCc2cc(S(=O)(=O)N3CCCCC3)ccc21
    2 | -5 | x
- O=C1OC(c2ccccc2)C(O)(c2ccccc2)C12CCCCC2 (stereo not given)
    -15 | -2 | x
- CN1OC(C)(CC(=O)NCc2nccs2)N=C1c1cccc(Br)c1 (stereo not given)
    8 | -7 | x
- CCOc1ccccc1N1C(=O)CSC1c1cccc(NC(=O)c2cccc(OC)c2)c1 (stereo not given)
    4 | -4 | -4
- CCCNC(=O)C(NC(=O)c1cccc(OC)c1)C1CCN(C(=O)c2ccccc2OC)CC1 (stereo not given)
    5 | 0 | -5
- Cc1cc(C(=O)N2CCN(S(=O)(=O)c3ccc(F)c(Cl)c3)CC2)c2ccccc2n1
    2 | -8 | -9
- CCn1ncc(C(=O)NCc2nccn2Cc2ccccc2)c1C
    4 | -5 | -18
- CCOc1cc(S(=O)(=O)NC2CC(C)(C)NC(C)(C)C2)c(C)cc1C
    10 | 3 | x
- Cc1ccc(-n2nc(C(=O)NCC3CCCO3)c(=O)n(Cc3ccccc3Cl)c2=O)cc1C (stereo not given)
    -6 | -1 | -7
- Cc1ccc(S(=O)(=O)Oc2ccccc2-c2nc3cc(C)ccc3o2)cc1
    4 | -5 | -3
- Cc1cc(C)nc(SCc2cc(-c3nn(C)c(=O)c4ccccc34)ccc2C)n1
    0 | -4 | x
